High-throughput results as filed in PubChem BioAssay.
aGlu spleen mod: inhibitors or activators of human alpha-glucosidase in spleen homogenate. human spleen homogenate, 4-MU-alpha-glucoside fluorescence. Potency, µM (series often up to 79.9 µM), inactives show at the top dose activity change, negative = inhibition, hits mostly inhibitors. hit rate 0.006% among 240,000;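 note: 0% = enzyme with vehicle and -100% = no enzyme basal signal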
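Compounds were titrated against alpha-glucosidase in spleen homogenate at pH 5.0, with 1 mM 4-methylumbelliferyl substrate for 40 min at 37 C. Reactions were quenched with pH 10 NaOH/glycine and fluorescence measured.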
HTT aggregate: inhibitors of mutant huntingtin aggregate formation in PC12 cells; hit rate 1.1% among 220,000; AID 1688; PC12 HttQ103-GFP aggregates, Acumen cytometry, 40 h; Potency, µM (top dose mostly 46.1 µM), for the others: at the top dose activity change, negative = inhibition, hits mostly inhibitors; note: % is set by controls: 0 for no effect and ±100 for the full control effect; nearly all actives have a fitted effect of over 60% in size
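Compounds (qHTS titration) were added to PC12 cells expressing an ecdysone-driven HTT exon 1 Q103–GFP fusion after induction with 100 nM tebufenozide. Aggregate formation was measured as GFP objects in cell lysates.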
IMPase Li cell: IMPase inhibition in cells with lithium potentiation; CHO-M1 cells, IP1 TR-FRET (IP-One), carbachol + lithium; hit rate 0.35% among 210,000; Potency, µM (series often up to 59.4 µM), for inactives: top-dose activity, negative = IMPase inhibition, most hits filed as inhibitors; AID 1457;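 note: IP1 builds up when IMPase is blocked and the TR-FRET signal falls; plate controls were basal vehicle for no effect and high inhibitor control for full effect; nearly all actives have a fitted effect of over 50% in size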
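Concentration–response in CHO-M1 cells, lithium-potentiated; 30 min at 37C. IP1 detected by competitive TR-FRET after 10 min lysis at RT. Hill-fitted AC50.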
HTT ATP protect: Huntington cell model cytoprotection by ATP luminescence. Potency, µM (titrated, usually from 56.4 µM), for inactives: cytoprotection (ATP increase), hits mostly activators. PC12 HTT-Q103 induced, cytoprotection, ATP luminescence, 40 h. hit rate 0.14% among 230,000;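 note: % of control where 0% means no effect; nearly all actives have a fitted effect of over 45% in size; toxic huntingtin expression switched on by the ecdysone agonist tebufenozide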
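Compounds added alongside 100 nM tebufenozide, which induces toxic Q103 huntingtin exon 1-GFP in stable PC12 cells; surviving cells quantified by luminescent ATP measurement. Medium: phenol red-free DMEM, 5% equine and 5% calf serum.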
GoLoco inh red: blocks human Gai1 binding to RGS12 GoLoco peptide, red readout | hit rate 0.44% among 230,000 | Gai1:RGS12 GoLoco peptide FP, rhodamine, 10 min | P63096 | Potency, µM (series often up to 61.6 µM), without a hit: top-dose activity, negative = inhibition, most hits filed as inhibitors; active = well fitted inhibition curve with a large enough effect, not every such curve was filed as active; inactive = no such curve, though single readings can be large or run the other way; note: % is set by controls: 0 for no effect and ±100 for the full control effect; nearly all actives have a fitted effect of over 30% in size; many of its hits are not listed in these tables
Target sequence (P63096 whole entry, looked up): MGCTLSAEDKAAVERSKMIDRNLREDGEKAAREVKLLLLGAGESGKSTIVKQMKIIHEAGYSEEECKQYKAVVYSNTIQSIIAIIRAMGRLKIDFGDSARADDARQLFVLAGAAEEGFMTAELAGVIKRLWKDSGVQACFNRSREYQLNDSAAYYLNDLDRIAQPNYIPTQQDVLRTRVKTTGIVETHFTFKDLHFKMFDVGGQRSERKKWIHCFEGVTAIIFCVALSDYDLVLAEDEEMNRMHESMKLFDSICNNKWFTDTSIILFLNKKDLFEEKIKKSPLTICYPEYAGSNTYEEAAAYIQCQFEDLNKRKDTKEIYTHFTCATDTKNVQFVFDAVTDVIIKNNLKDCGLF
GAA glycogen: GAA glycogen-cleavage inhibition or activation | P10253 | recombinant GAA, glycogen substrate, Amplex Red glucose oxidase fluorescence | Potency, µM (titrated, usually from 76.4 µM), for inactives: top-dose activity change, negative = inhibition, most hits filed as inhibitors | hit rate 0.38% among 300,000 | AID 2100;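 note: 0% = full enzyme reaction and -100% = no-enzyme basal signal; the screen sought inhibitors and activators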
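Recombinant human enzyme (4 nM); glycogen substrate; 37 C, 40 min, pH 5.0. Readout: coupled glucose oxidase/Amplex Red fluorescence.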
GAA inh: inhibitors of human lysosomal alpha-glucosidase. P10253. Potency, µM (titrated, usually from 76.9 µM), for the others: top-dose activity change, negative = inhibition, usual class: inhibitors. hit rate 0.005% among 200,000. purified human GAA, 4-MU-alpha-glucoside fluorescence;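 note: plate controls were uninhibited enzyme wells for no effect and no-enzyme background for full effect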
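Endpoint fluorogenic read: 20 min room-temperature reaction of 4 nM human alpha-glucosidase with 400 uM 4-methylumbelliferyl-alpha-D-pyranoside, pH 5.0, quenched with 1M NaOH/1M glycine pH 10. AC50 from Hill modeling.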
* = called active by the depositor; ? = inconclusive; . = not tested or not shown; & = joins results of further samples; [ ] = another dose, or the depositor's remark. Unless noted, calls come from the whole dose curve; as a rule, active = well fitted curve in the direction sought with a large enough effect; inconclusive = small, poorly fitted or top-dose-only effect, or another doubt; inactive = no such curve, though single readings can be large; an effect the other way counts as inactive or inconclusive. Potency is the fitted concentration of half-maximal effect.

no. | Compound | aGlu spleen mod | HTT aggregate | IMPase Li cell | HTT ATP protect
1 | CN(Cc1ccccc1)S(=O)(=O)c1ccc(NS(=O)(=O)Cc2ccccc2)cc1 | 1% | ? | 38%[activator][38.3 µM] | 9%[10 µM]
2 | NC(=O)CN1CCCN(S(=O)(=O)c2ccc(Br)cc2)CC1 | 4% | -2% | 0%[38.3 µM] | 0%
3 | CNC(=O)c1[nH]cnc1C(=O)N[C@@H](Cc1ccccc1)C(=O)OC(C)(C)C | -2% | -1%[9.22 µM] | 6% | 9%[10 µM]
4 | COC(=O)C(C(=O)Nc1cc(C)on1)C1CCCCCC1 (centres undefined) | -2% | -26% | 31%[38.3 µM] | 8%
5 | COC(=O)[C@@H]1C[C@H]2CC[C@H](O)C[C@H]2N1Cc1ccc(N2CCN(C)CC2)cc1 | 0%&-3% | -17%[9.22 µM] | -3% | -38%[inhibitor]
6 | COCCNC(=S)N/N=C(\C)c1ccc2cc(OC)ccc2c1 | -5% | 34% | 6% | 8%[10 µM]
7 | COC(=O)C1=C(C(=O)OC)[C@@H]2N(C)c3ccccc3[C@@]23C[C@@H](C(=O)OC)N(C(=O)COCc2ccccc2)C3=N1 | -4%[17.4 µM] | -11%[9.22 µM] | 5% | -4%&2%[10 µM]
8 | COc1ccc(-c2noc(CCC(=O)NCc3cccnc3)n2)cc1OC | -12% | -6% | . | -22%[0.074 µM]
9 | CCn1c(SCC(=O)Nc2ccc(OC)cc2)nnc1-c1ccco1 | 5% | 2% | 5% | 15%[1.9 µM]
10 | CC1CCCCC1NCC#CCOc1ccc(Cl)cc1 (centres undefined) | 7% | -9% | 24% | -2%[10 µM]
11 | Cn1nc(-c2ccccn2)nc2c(=O)n(C)c(=O)nc1-2 | 5% | ? | . | -45%[10 µM]
12 | Cc1[nH]c(=O)c(C#N)c(C)c1Cl | -10% | -3%[9.22 µM] | . | 8%[10 µM]

no. | GoLoco inh red | GAA glycogen | GAA inh
1 | 85%[activator] | -1% | -7%
2 | 10% | 5% | -1%
3 | 9% | 11% | .
4 | -1% | 1% | -6%
5 | 0%&3% | -12% | .
6 | 3% | -21% | -1%
7 | 4%[14.2 µM] | -4% | .
8 | . | 1% | -3%
9 | -3% | 2% | -4%
10 | -7% | 16% | 2%
11 | -6% | -1% | -5%[15.4 µM]
12 | 11% | -2% | .

One compound at a time, from the list above. Values in the order: aGlu spleen mod | HTT aggregate | IMPase Li cell | HTT ATP protect | GoLoco inh red | GAA glycogen | GAA inh
`COCCNC(=S)N/N=C(\C)c1ccc2cc(OC)ccc2c1` as listed: -5% | 34% | 6% | 8%[10 µM] | 3% | -21% | -1%
`CN(Cc1ccccc1)S(=O)(=O)c1ccc(NS(=O)(=O)Cc2ccccc2)cc1` as listed: 1% | ? | 38%[activator][38.3 µM] | 9%[10 µM] | 85%[activator] | -1% | -7%
`CC1CCCCC1NCC#CCOc1ccc(Cl)cc1` (centres undefined) as listed: 7% | -9% | 24% | -2%[10 µM] | -7% | 16% | 2%
`COC(=O)C(C(=O)Nc1cc(C)on1)C1CCCCCC1` (centres undefined) as listed: -2% | -26% | 31%[38.3 µM] | 8% | -1% | 1% | -6%
`Cc1[nH]c(=O)c(C#N)c(C)c1Cl` as listed: -10% | -3%[9.22 µM] | . | 8%[10 µM] | 11% | -2% | .

Continuation.
no. | Compound | aGlu spleen mod | HTT aggregate | IMPase Li cell | HTT ATP protect
13 | O=C(COC(=O)C12CC3CC(CC(C3)C1)C2)NCCCc1ccccc1 | -8% | 13% | 21% | -21%[10 µM]
14 | COc1ccc(C(=O)CSC#N)cc1OC | -16% | 10% | 10% | ?
15 | Cc1cc(C)cc(C(=O)N2CC(C)SC2=Nc2cccc(S(=O)(=O)N(C)C)c2)c1 (centres undefined) | 3% | -1% | 10% | -9%[10 µM]
16 | Cc1cc(NC(=O)CSc2nc3ccsc3c(=O)n2NC(=O)c2ccccc2)no1 | -1% | 15% | 9% | 2%[0.074 µM]
17 | O=C(CNC(=O)c1cccs1)NCC(=O)OCc1cccc(Cl)c1 | -2% | 5% | 6%[38.3 µM] | 11%
18 | Cc1ccnc(N2CCC(C(=O)NCc3ccc(F)cc3)CC2)n1 | 1% | 3%[9.22 µM] | 10% | 15%[10 µM]
19 | Cc1c(OCc2ccc(C(=O)O)cc2)ccc2c(-c3ccccc3)cc(=O)oc12 | 1% | 14%[9.22 µM] | . | 21%[10 µM]
20 | N#C/C(=C\Nc1ccc(F)c(Cl)c1)C(=O)C1CC1 | -2% | 24%[9.22 µM] | . | 27%[10 µM]
21 | Cc1c(C(=O)NCc2ccc3c(c2)OCO3)oc2ccc(S(=O)(=O)N3CCCCCC3)cc12 | -1% | -11% | 8%[38.3 µM] | 0%
22 | COc1cc(C(=O)OCC(=O)N2CCCC2)cc(OC)c1OC | -2% | 3% | 19%[38.3 µM] | -15%[10 µM]
23 | CCN(CC)c1ccc(/C=N/N2CCN(c3ccccn3)CC2)cc1 | 0% | -8%[9.22 µM] | . | -5%[10 µM]
24 | O=C(CN(Cc1ccco1)C(=O)c1cccc(Cl)c1)Nc1c(Cl)cc(Cl)cc1Cl | 2% | 4% | 19%[38.3 µM] | -21%

no. | GoLoco inh red | GAA glycogen | GAA inh
13 | -7% | 11% | -2%
14 | 11% | -8% | 6%
15 | -2% | -9% | -1%
16 | 0% | -4% | ?
17 | 8% | 18% | -5%
18 | 11% | 17% | ?
19 | -3% | 1% | .
20 | 3% | 7% | .
21 | 4% | -9% | -4%
22 | 8% | -4% | 4%
23 | 0% | -24% | 1%[15.4 µM]
24 | 9% | 5% | -2%

(more compounds)
no. | Compound | aGlu spleen mod | HTT aggregate | IMPase Li cell | HTT ATP protect
25 | C#CCN(CC=C)C(=O)CCc1nnc(COc2ccccc2)o1 | -1% | 5%[9.22 µM] | -2% | -5%[10 µM]
26 | NC(=O)c1ccc(-c2csnn2)cc1 | -5% | 4%[9.22 µM] | . | 20%[10 µM]
27 | COc1ccc(-c2cc(-c3ccco3)[nH]c(=O)c2C#N)cc1 | 6% | -32%[9.22 µM] | . | -40%[10 µM]
28 | Cc1ccc(CC2C(=O)N(c3ncccn3)C(=O)C2C)cc1 (centres undefined) | 3% | -3% | -2%[38.3 µM] | -22%
29 | Cc1cn(C2OC(COC(=O)c3ccccc3)C(OC(=O)c3ccccc3)C2OC(=O)c2ccccc2)c(=O)[nH]c1=O (centres undefined) | -2% | -13% | 8% | -7%[10 µM]
30 | O=C1NN(c2ccc(Cl)c(Cl)c2)C(=O)/C1=C/c1cccc(OC(=O)c2cccs2)c1 | -9% | -3% | 28%[38.3 µM] | 6%
31 | NC(=O)c1ccc(Oc2ccc(Cl)c3ccccc23)c([N+](=O)[O-])c1 | -11% | -3% | -3% | 15%[10 µM]
32 | O=C(NC(=S)Nc1ccc(Br)cn1)c1cncc(Br)c1 | 7% | 2% | -11%[38.3 µM] | 10%
33 | Cc1ccccc1-c1nc(NCc2cccnc2)c2ccccc2n1 | 5% | . | 16% | 4%
34 | O=C(CSc1nnc(-c2ccccc2F)n1CCc1ccccc1)Nc1ccc2[nH]c(=O)[nH]c2c1 | -6% | 0% | 12% | 18%[0.074 µM]
35 | Cc1nn(Cc2ccccc2)c(C)c1NC(=O)c1cc2nc(-c3ccco3)cc(C(F)(F)F)n2n1 | -17% | -20% | 33%[activator][38.3 µM] | -7%[10 µM]
36 | CN(CCO)C(=O)c1ccc(-c2nn(C)c(=O)c3ccccc23)cc1 | 5% | -1%[9.22 µM] | 2% | -11%[10 µM]

no. | GoLoco inh red | GAA glycogen | GAA inh
25 | 4% | 16% | 11%
26 | 7% | 6% | .
27 | 6% | 4% | .
28 | 1% | -37% | -7%
29 | 1% | -13% | -10%
30 | 17% | -21% | -2%
31 | 8% | 3% | -2%
32 | 8% | 3% | 0%
33 | -11% | . | .
34 | 20% | 2% | 0%
35 | -3% | -1% | -15%
36 | -5% | 8% | -4%

Next section.
no. | Compound | aGlu spleen mod | HTT aggregate | IMPase Li cell | HTT ATP protect
37 | O=C(O)COc1cnc2ccccc2n1 | 5% | 9% | -8% | 30%[10 µM]
38 | O=C1C2C3c4ccccc4C(c4ccccc43)[C@@H]2c2nc3ccccc3n21 (some centres undefined) | -3% | -13% | 27%[38.3 µM] | 4%
39 | N#Cc1c(-c2ccccc2)nc(SCC(=O)Nc2ccccc2)[nH]c1=O | 0% | 17% | ? | -6%[10 µM]
40 | CCCCC1(Cc2cccc([N+](=O)[O-])c2)C(=O)N(c2ccccc2)N(c2ccccc2)C1=O | -10% | ? | 38%[activator][38.3 µM] | 28%[10 µM]
41 | O=C(CSc1nc(-c2cccs2)cc(C(F)(F)F)n1)NCCCN1CCOCC1 | 5% | . | 0% | .
42 | CC(=O)c1cc(CN2CCN(C3CCN(C(C)C)CC3)C(CCO)C2)cs1 (centres undefined) | -2% | -1%[9.22 µM] | 10% | 8%[10 µM]
43 | O=C(/C=C/c1cccc([N+](=O)[O-])c1)Nc1cc(C(=O)O)cc(C(=O)O)c1 | 9% | -11% | -3% | -44%[inhibitor]
44 | Cc1cc2oc(=O)cc(Cn3ncc(Cl)c(Cl)c3=O)c2cc1Cl | -4% | ? | 16% | -196%[inhibitor]
45 | CC(C)(C)NC(=O)N1CCN(c2nc(-c3ccccc3)ns2)CC1 | 0% | 17%[9.22 µM] | . | 30%[10 µM]
46 | NCCNS(=O)(=O)c1cccc2c(Cl)cccc12 | -3%&2%&2%&4%&-6% | . | -5%&8%&-6%&-17% | ?
47 | Cc1cccn2cc(-c3ccc4c(c3)NC(=O)CO4)nc12 | -8% | 11%[9.22 µM] | . | -1%[10 µM]
48 | Cc1ccc(S(=O)(=O)N2CCC(C(=O)NNC(=O)c3ccccc3)CC2)cc1 | 6% | 9% | -2% | .
49 | Cc1ccc(C(=O)NCC(=O)OCC(=O)Nc2cccc(S(=O)(=O)N3CCCC3)c2)cc1C | 6% | -31%[9.22 µM] | . | -9%[10 µM]
50 | COc1cc(/C=N/OCC(=O)NC2CCCCC2C)ccc1OCc1ccc(Cl)cc1 (centres undefined) | 1% | -31% | 15% | .
51 | Cc1ccc(S(=O)(=O)CC(c2ccccc2)N2CCCCC2)cc1 (centres undefined) | 4% | 10% | 8% | -4%

no. | GoLoco inh red | GAA glycogen | GAA inh
37 | 15% | 1% | 13%
38 | 5% | 6% | -2%
39 | -4% | -7% | -3%
40 | 4% | 0% | -1%
41 | 15% | -1% | 11%
42 | 6% | 4% | .
43 | 39%[activator] | -2% | -5%
44 | 0% | 14% | -1%
45 | 5% | 1% | .
46 | -4%&7%&9%&7% | . | .
47 | -5% | -4% | -7%[15.4 µM]
48 | 9% | 23% | -10%
49 | 2% | -3% | .
50 | -23% | 1% | 9%
51 | 7% | 21% | -1%

Not all compounds are listed; rates above refer to the full screens.
